Source: PubChem BioAssay
GalR3 antag: blocks the human galanin receptor 3. inhibition, % at 3 µM. O60755. HEK293 GalR3-CNG cAMP membrane potential fluorescence; galR3 body fused to GalR1 C-terminus. 360,000 tested, 0.44% active;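 active = inhibition above the screen-wide average plus 3 SD, cut at about 13% in these data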;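 also: forskolin and galanin both at EC90 stimulate the cells; cAMP rise reported by CNG channel membrane potential dye signal; 0% = forskolin plus galanin with DMSO and 100% = forskolin alone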
Target sequence (O60755 1-299 limits assumed): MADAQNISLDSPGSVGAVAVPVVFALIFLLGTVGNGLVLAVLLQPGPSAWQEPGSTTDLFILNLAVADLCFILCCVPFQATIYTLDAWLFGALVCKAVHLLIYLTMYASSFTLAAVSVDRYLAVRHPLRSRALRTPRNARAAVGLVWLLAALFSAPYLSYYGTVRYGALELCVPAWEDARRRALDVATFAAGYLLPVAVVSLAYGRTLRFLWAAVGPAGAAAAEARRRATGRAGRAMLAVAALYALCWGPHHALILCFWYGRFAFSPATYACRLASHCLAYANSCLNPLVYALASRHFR
IDE inh: cellular human IDE inhibition; inhibition, % at 5.59 µM; P14735; 320,000 tested, 0.41% active; HEK cells, FAbetaB cleavage, fluorescence polarization;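 active = percent inhibition above the average of all tested compounds plus 3 SD, set per screening campaign, cut at about 16% in these data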;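 also: IDE supplied by intact live HEK cells; FP after avidin binding of uncleaved biotin substrate so inhibition keeps polarization high; 0% = DMSO wells and 100% = 60 µM reference IDE inhibitor Ii1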
pCIP destab: compounds decreasing mouse p/CIP protein stability | Q05BA5 | F442A p/CIP-EGFP cells, EGFP fluorescence, 16 h | decrease of EGFP signal, % at 10 µM | 290,000 tested, 0.01% active | AID 1984;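 active = EGFP signal decrease of at least 30% at 10 µM or well 3 SD below plate mean, unless failing retest; inactive = the rest, including hits failing retest or dose response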; also: some compounds called inactive have numbers as strong as hits; many of its hits are not listed in these tables
CHRM4 PAM: positive allosteric modulators of human muscarinic M4 receptor. P08173. CHO-K1 hM4/Gqi5, Fluo-8 calcium fluorescence, ACh EC20; 0% = ACh EC20, 100% = maximal ACh. activation, % at 3 µM. 360,000 tested, 0.4% active;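 active = activation above its plate's cutoff, the mean activation of sample wells plus 3 SD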; also: some results filed as inactive read as strong as hits
Target sequence (P08173 whole entry, looked up): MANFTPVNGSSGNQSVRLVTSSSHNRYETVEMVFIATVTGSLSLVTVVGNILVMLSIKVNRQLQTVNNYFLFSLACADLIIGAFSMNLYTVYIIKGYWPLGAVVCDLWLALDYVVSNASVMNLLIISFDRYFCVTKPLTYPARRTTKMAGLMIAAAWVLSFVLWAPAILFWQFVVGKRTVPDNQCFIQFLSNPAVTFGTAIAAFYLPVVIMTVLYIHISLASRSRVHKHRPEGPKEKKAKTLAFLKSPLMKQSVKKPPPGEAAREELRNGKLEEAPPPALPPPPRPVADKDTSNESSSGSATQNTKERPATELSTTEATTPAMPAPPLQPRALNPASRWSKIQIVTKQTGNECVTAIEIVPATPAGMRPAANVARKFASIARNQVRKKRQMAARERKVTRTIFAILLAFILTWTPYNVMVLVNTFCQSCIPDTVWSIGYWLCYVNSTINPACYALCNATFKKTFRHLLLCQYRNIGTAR
PHOSPHO1 block: blocks human PHOSPHO1 phosphatase activity | Q8TCT1 | recombinant PHOSPHO1, absorbance phosphatase assay | inhibition, % at 13.3 µM | 290,000 tested, 1.1% active | AID 1565; in the data active = inhibition above about 60%
Target sequence (Q8TCT1 whole entry, looked up): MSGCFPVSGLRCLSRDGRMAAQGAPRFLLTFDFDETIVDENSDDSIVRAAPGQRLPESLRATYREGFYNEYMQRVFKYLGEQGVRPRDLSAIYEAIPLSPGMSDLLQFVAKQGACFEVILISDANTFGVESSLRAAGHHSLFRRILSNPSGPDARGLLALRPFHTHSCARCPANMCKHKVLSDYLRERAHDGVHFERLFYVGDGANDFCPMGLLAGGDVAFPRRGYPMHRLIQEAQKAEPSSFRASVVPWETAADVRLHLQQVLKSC
CRFBP-R2 block: antagonists of CRF-binding protein/CRF-R2 receptor complex; inhibition, % at 11.8 µM; 350,000 tested, 0.59% active; HEK293 CRF-R2/CRF-BP, CRF-induced calcium fluorescence; AID 588475;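 active = inhibition of the ligand-induced calcium signal above about 50% at the single tested concentration, limit read from the data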
CRFR2-BP ag: agonists of human CRF-binding protein/CRF-R2 receptor complex. HEK293 CRF-R2/CRF-BP, calcium dye fluorescence (FLIPR); percent of saturating CRF peptide response. 350,000 tested, 0.46% active. activation, % at 13.2 µM;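 active = activation of at least 50%, plus an integration ratio under a set limit after plate pattern correction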;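 also: plate controls were neutral control wells without compound for no effect and CRF at EC100 for full effect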
MEKK3 PB1 HTS: MEKK3-MEK5 PB1 interaction, increase or decrease | bead-based flow cytometry, Alexa488-MEK5 binding to MEKK3; actives lie on both sides; 0 = blocked by unlabeled MEK5, 100 = vehicle | binding response (% of control), % at 10 µM | 290,000 tested, 1.4% active | AID 1529;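 active = binding response more than 3 SD above or below the average of its plate-row segment, actives on both sides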;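 also: Alexa488 bead fluorescence after subtracting the streptavidin-only scavenger bead signal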
IDE cell activ: boosts human insulin-degrading enzyme activity in HEK cells | FAbeta-B cleavage, fluorescence polarization; 0% vehicle, 100% cell-free pure enzyme wells | 340,000 tested, 0.073% active | P14735 | activation, % at 5.96 µM | AID 493087;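 active = activation above the mean of all tested compounds plus 3 SD, set per screening campaign, cut at about 17% in these data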
Starred values were filed as active, the others as inactive; / = no result given; & = joins results of further samples; [ ] = another dose, or the depositor's remark.

The opening six compounds, ahead of the listing:
cpd	GalR3 antag	IDE inh	pCIP destab	CHRM4 PAM	PHOSPHO1 block	CRFBP-R2 block	CRFR2-BP ag	MEKK3 PB1 HTS	IDE cell activ	smiles
1	-5	7	-5	-11	43	1	-0.6	107	-7	O=C1NC(=S)N/C1=C\c1cccnc1
2	-1	-1	7	5	37	0	-0.7	95	1	CCOc1ccc(S(=O)(=O)Nc2ccc(C(=O)NCC3CCCO3)cc2)cc1 (configuration not stated)
3	-9	5	7	-4	-3	14	-0.1	90	6	CNC(=S)NN(C)c1nc(C)cc(C)n1
4	-4	6	-7	-10	-13	-26	-0.9	99	6	O=C(/C=C/c1cccc(O)c1)c1cccnc1
5	-1	-3	-3	3	4	4	-0.8	107	9	CCOC(=O)CCC(=O)N(CCN(C(=O)CCC(=O)OCC)c1ccccc1)c1ccccc1
6	-12	/	-5	-1	39	-12	0.0	103	7	Cc1c(C(=O)N2CCNCC2)oc2ccccc12

This part in full, from the first entry:
cpd	GalR3 antag	IDE inh	pCIP destab	CHRM4 PAM	PHOSPHO1 block	CRFBP-R2 block	CRFR2-BP ag	MEKK3 PB1 HTS	IDE cell activ	smiles
1	-5	7	-5	-11	43	1	-0.6	107	-7	O=C1NC(=S)N/C1=C\c1cccnc1
2	-1	-1	7	5	37	0	-0.7	95	1	CCOc1ccc(S(=O)(=O)Nc2ccc(C(=O)NCC3CCCO3)cc2)cc1 (configuration not stated)
3	-9	5	7	-4	-3	14	-0.1	90	6	CNC(=S)NN(C)c1nc(C)cc(C)n1
4	-4	6	-7	-10	-13	-26	-0.9	99	6	O=C(/C=C/c1cccc(O)c1)c1cccnc1
5	-1	-3	-3	3	4	4	-0.8	107	9	CCOC(=O)CCC(=O)N(CCN(C(=O)CCC(=O)OCC)c1ccccc1)c1ccccc1
6	-12	/	-5	-1	39	-12	0.0	103	7	Cc1c(C(=O)N2CCNCC2)oc2ccccc12
7	0	2	-9	0	19	-2	1.3	68	2	O=C(Nc1ccccc1-c1ccccc1)C1CCCC1
8	-6	/	/	4	/	23	-0.7	/	6	CN(C(=O)c1cccc(NC(=O)Cc2ccc(NC(=O)C3CCN(C(=O)C4CCCCC4)CC3)cc2)c1)C1CCCC1
9	0	1	-3	2	-1	-8	1.8	110	5	CCN(CC)Cc1c(C(=O)OC)nnn1-c1nonc1N
10	5	8	-4	-3	13	-25	3.8	102	6	Cc1ccc(/C=C/C(=O)O)cc1S(=O)(=O)NCc1ccco1
11	/	1	2	3	8	30	4.2	86	1	CCc1nnc(NC(=O)CSc2nnc(Cc3cc(=O)[nH]c(=O)[nH]3)n2-c2ccc(OC)cc2)s1
12	3	-1	-5	-3	14	-9	-2.0	103	3	CC(NC(=O)[C@H](Cc1c[nH]c2ccccc12)NC(=O)[C@@H]1Cc2ccccc2CN1)c1ccccc1 (some centres not stated)
13	-4	0	2	11	-10	-8	1.3	102	-4	CCN(CC)CCNC(=O)C(C(=O)c1ccccc1)n1ccccc1=O (configuration not stated)
14	-1	1	-1	14	-3	-7	-1.9	99	0	CC(C)CCn1c(CN2CCN(Cc3ccccc3)CC2)nc2c1c(=O)[nH]c(=O)n2C
15	-4	1	10	-2	-7	39	-3.7	98	-4	Cc1ccc(C(=O)Nc2ccc3[nH]c(=O)[nH]c3c2)c(C)c1
16	-2	1	-8	10	-4	-31	-0.9	101	3	CCCNC(=O)Nc1ccc2c(c1)N(C)C(=O)c1ccccc1S2
17	-3	-3	-1	-3	60*	-2	-0.3	102	4	O=C(Nc1ncc(Cc2cccc([N+](=O)[O-])c2)s1)c1ccco1
18	-4	-5	-13	1	-109	0	-2.9	106	0	Cc1nc2cc(C(=O)N3c4ccccc4CC3C)ccc2s1 (configuration not stated)
19	-8	-2	-3	6	58	13	0.1	86	3	CC(=O)c1cnc2c(C(=O)O)cnn2c1C
20	-3	6	-5	12	14	-16	0.8	102	-2	O=C(NC1CCCCC1)N(CCO)Cc1cc2cc3c(cc2[nH]c1=O)OCCO3
21	-1&-10	4&8	6&5	4&0	7&-4	-3&25	1.6&0.8	91&99	-11&-10	O=C1NCC(O)=C1C=NC12CC3CC(CC(C3)C1)C2
22	-4	0	-17	9	18	6	0.5	97	4	O=C(Nc1cccc(Br)c1)c1cc(=O)c2ccccc2o1
23	11	3	-16	-3	22	-9	4.4	97	-4	CC(C)(C)c1ccc(C(=O)N/C(=C\c2ccco2)C(=O)Nc2ccccc2C(=O)O)cc1
24	-3	-4	-12	-4	3	3	-1.1	91	6	CN(C(=O)Nc1ccccc1)n1cnc2ccccc2c1=O
25	-4	-1	-12	11	22	-1	-0.1	96	-1	CCN(CC)CCC(c1cc(OC)c(OC)c(OC)c1)c1c(OC)cc(OC)c2c(C)cc(=O)oc12 (configuration not stated)
26	1	-2	-22	-3	9	11	-0.7	110	0	CCCc1cc(O)c2c(C)cc(=O)oc2c1
27	-3	2	6	20	-10	1	-1.9	99	0	CCOCCCNC(=O)C1CCC(=O)N1CCc1ccccc1 (configuration not stated)
28	-4	6	/	-7	/	10	-0.1	/	-3	CC(OC(=O)c1ccc(O)cc1)C(=O)Nc1ccc(Oc2ccccc2)cc1 (configuration not stated)
29	0	6	/	2	/	13	4.8	/	-2	O=C(COC(=O)CN1C(=O)NC2(CCCCC2)C1=O)Nc1cc(F)ccc1F
30	-3	8	3	4	4	12	-0.4	102	-1	CCOC(=O)C1CC2CC(C1)CN(C(=O)C1CCCCC1)C2 (configuration not stated)
31	-5	-6	-6	3	-7	17	1.0	99	4	COc1ccc(C(=O)NNC(=O)c2ccccc2[N+](=O)[O-])cc1
32	3	-6	0	-5	-17	13	0.7	101	-4	O=C(Nc1cccc2ccccc12)c1ccccc1NS(=O)(=O)c1cccc2cccnc12
33	-1	2	-8	10	-53	55*	0.1	97	6	CSc1nnc(-c2sc(-c3ccccc3)nc2C)n1C
34	-10	5	2	1	23	-13	0.1	99	5	CSc1ccccc1C(=O)N1CCC(CCC(=O)NC2CC2)CC1
35	-4	-2	-16	-3	-12	-22	0.5	92	5	CC(C)C(C(=O)N1CCOCC1)N1C(=O)c2ccccc2C1=O (configuration not stated)
36	-1	4	-31	16	-122	7	-0.3	95	5	COC(=O)c1sc(=S)n(-c2ccccc2OC)c1N
37	-3	6	-1	-2	3	-104	-2.7	99	3	O/N=C/c1cccn1-c1ccc(O)cc1
38	4	-2	10	-8	-14	33	-2.0	97	0	N=C1SC(c2ccccc2)C(=O)N1c1ncc(Cc2ccccc2Cl)s1 (configuration not stated)
39	/	-2	2	-7	-9	15	-4.3	119	-2	COc1ccccc1CNC(=O)C(=O)NCC1OCCN1S(=O)(=O)c1ccc2c(c1)OCCO2 (configuration not stated)
40	8	9	1	14*	/	-8	-0.6	104	-2	Cc1ccc2nc(CCc3nc4ccc(C)cc4[nH]3)[nH]c2c1
41	-13	-4	-3	-6	31	-16	-0.4	105	2	CC1CC(OCC(O)CN2CCCCC2C)CC(C)(C)C1 (configuration not stated)
42	-4	5	5	-5	-4	-7	-1.6	94	-1	COC(=O)c1ccc(COC(=O)CCC(=O)c2cccs2)cc1
43	-1	4	4	10	3	2	1.7	93	-3	CCCn1nc(Oc2nc(NC(C)C)nc(N(C)C)n2)ccc1=O
44	1	4	/	4	/	10	-0.9	/	2	COc1ccc(S(=O)(=O)N2CCCC2CNC(=O)C(=O)NC2CC2)cc1 (configuration not stated)
45	-2	-3	-9	1	24	-12	0.7	110	-2	COc1ccc(C(c2nnnn2Cc2ccc(F)cc2)N2CCN(c3ccc(OC)cc3)CC2)cc1 (configuration not stated)
46	11	7	-6	7	1	-5	-1.4	104	-3	Cc1nn(Cc2ccccc2)c(C)c1NC(=O)c1cc2nc(-c3ccco3)cc(C(F)(F)F)n2n1
47	-12	10	1	-8	9	2	-0.2	101	0	CN1CCCC(OC(=O)c2ccccc2Br)C1 (configuration not stated)
48	-2	3	6	-2	-6	-35	5.6	99	0	O=C(NC(=S)Nc1cccc2cccnc12)c1cccs1
49	-7	0	-6	4	11	-21	-0.1	99	-4	CC(C)(C)c1ccc(C(=O)Nc2cnccn2)cc1
50	-1	3	-30	-21	12	16	0.4	104	-2	CCCC(=O)N(C1CC(C)C(C#N)(C#N)C1(C#N)C#N)N(C)C (configuration not stated)
51	1	4	-15	-5	26	12	-1.2	108	5	O=C(CCCN1C(=O)CSc2ncccc21)N1CCN(Cc2ccccc2)CC1
52	-2	2	1	-5	-17	2	-0.9	105	-2	O=C(NN1CC(C(=O)OCc2ccc(Br)cc2)CC1=O)c1ccccc1 (configuration not stated)
53	-8	-1	2	-1	10	-2	0.4	101	-3	Cc1cc(C(=O)Nc2sc3c(c2C#N)CCC3)no1
54	-4	-1	-18	-5	19	-14	0.6	102	2	Cc1ccc(S(=O)(=O)Oc2ccccc2N2C(=O)C3C4CCC(C4)C3C2=O)cc1 (configuration not stated)
55	3	7	-13	-7	32	-37	1.2	104	/	O=C(Nc1ccc(NC(=O)c2ccco2)cc1)c1ccc2c(c1)OCCO2
56	0	-1	-6	5	-6	-4	-0.8	89	2	CCOC(=O)Cn1c(N2CCOCC2)nc2c1c(=O)[nH]c(=O)n2C
57	-4	1	-45	-14	-3	-5	1.8	103	2	Cc1ccc(C(=O)Nc2ccccc2C(=O)NCc2ccco2)cc1S(=O)(=O)N1CCCCC1
58	-10	3	-23	-11	28	-1	-1.2	102	2	Cc1ccc(N(CC(=O)NCc2ccco2)C(=O)CNS(=O)(=O)c2ccc(F)cc2)c(C)c1
59	-1	-3	6	1	-14	5	1.5	89	0	C/C(=C\c1ccccc1)C(=O)c1c(C)cc(C)[nH]c1=O
60	-9	2	-9	0	34	0	-1.2	102	-5	O=C(Nc1ccc2c(c1)OCCO2)c1ccc(Cl)c(Cl)c1

Next part:
cpd	GalR3 antag	IDE inh	pCIP destab	CHRM4 PAM	PHOSPHO1 block	CRFBP-R2 block	CRFR2-BP ag	MEKK3 PB1 HTS	IDE cell activ	smiles
61	0	-1	-4	1	37	-7	-1.5	101	2	COCCn1c(=O)[nH]c2cc(C(=O)N3CCN(c4cccc(C(F)(F)F)c4)CC3)ccc2c1=O
62	-3	3	3	-5	-4	-3	2.8	119	2	CC1CCN(C(=O)Cn2cnc3c(cnn3C(C)(C)C)c2=O)CC1
63	-3	3	/	1	/	2	-0.9	/	2	Cc1cccc(CNc2ncnc3ccc(-c4ccc5c(c4)OCO5)cc23)c1
64	-6	/	/	8	/	-18	1.0	/	/	COc1ccc([C@H]2C[C@@H](O)[C@H](n3cc(C4CC4)nn3)CN2Cc2cccs2)cc1
65	-4	24*	-119	0	24	-34	18	94	-45	COC1=C/C(=C/c2c(N)n3nc(CC(=O)N4CCCC4)sc3nc2=O)C=CC1=O
66	-9	0	11	4	-7	-7	-0.7	107	-3	CCc1ccc(C2=C/C(=C/c3cccnc3)C(=O)O2)cc1
67	-3	-2	-4	-26	-19	-3	-0.6	98	5	CCOC(=O)c1ccc(NC(=S)N(CCCN2CCCC2)Cc2ccco2)cc1
68	-5	4	-1	3	43	8	-1.6	98	-2	Cc1cccc(N2CN=C3SCC(=O)N3C2)c1
69	-4	-19	-6	-2	8	-14	0.2	99	1	CCS(=O)(=O)c1ccc(O)c(NC(=O)Nc2ccc(C(C)(C)C)cc2)c1
70	8	/	/	15	/	11	4.0	/	1	CS(=O)c1ccccc1-c1nc(-c2ccc([N+](=O)[O-])cc2)no1 (configuration not stated)
71	-5	/	0	-3	15	7	-2.0	102	-1	Cc1cc(OCC(=O)N(C)Cc2ccccc2)ccc1Br
72	-5	7	13	-4	42	-8	-0.1	39*[inhibitor]	2	Oc1ccc2ccc3[nH]cnc3c2c1
73	-2	/	/	3	/	4	-2.0	/	4	CCOC(=O)C1=C(COC(=O)c2nc(Cl)ccc2Cl)NC(=O)NC1C (configuration not stated)
